Source: PubChem BioAssay
KDM4E inh = inhibitors of human JMJD2E histone demethylase | Potency, µM (doses to about 57.1 µM), for the others: at the top dose activity change, negative = inhibition, most hits filed as inhibitors | AID 2147 | hit rate 1.6% among 230,000 | JMJD2E catalytic domain, FDH-coupled NADH fluorescence (FDH is formaldehyde dehydrogenase); active = well fitted inhibition curve with a large enough effect, not every such curve was filed as active; inconclusive = small, poorly fitted or top-dose-only effect, or another doubt; inactive = no such curve, though single readings can be large or run the other way;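 also: 0% = wells with enzyme and -100% = buffer wells without enzyme; nearly all actives have a fitted effect of over 50% in size; many of its hits are not listed in these tables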
TRb SRC2 PPI = disrupts binding of human TR beta to SRC2; hit rate 0.065% among 280,000; TRbeta-SRC2 peptide binding, fluorescence polarization; receptor liganded with 1 µM T3; Potency, µM (doses to about 106 µM), without a hit: at the top dose activity change, negative = inhibition, usual class: inhibitors;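 also: plate controls were bound peptide for no effect and peptide without receptor for full effect; nearly all actives have a fitted effect of over 50% in size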
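Human TRb LBD (0.6 uM) plus Texas Red-labeled SRC2 peptide (20 nM), 1uM T3, 5% DMSO, 5 hr at ambient temperature. Decreased polarization (555/632 nm) flags inhibition; data normalized to free and bound peptide controls.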
SMN2 splice up = increases expression of the SMN2 splice variant | Potency, µM (highest dose often 46.1 µM), for inactives: top-dose activity change, positive = activation, usual class: activators | hit rate 2.8% among 210,000 | HEK293 SMN2-luciferase splicing reporter, luminescence, 30-36 h; also: % of control where 0% means no effect; nearly all actives have a fitted effect of over 55% in size
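HEK293 cells carry an SMN2 […]–luciferase reporter in which exon 7 inclusion puts luciferase in frame. Cells were plated 10-12 h before compound addition, then incubated 30-36 h at 37C. ONE-Glo luminescence was read; sodium butyrate at 4.5 mM final served as control.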
RECQ1 helicase = inhibitors of human RECQ1 DNA helicase; AID 2549; Potency, µM (top dose mostly 57.3 µM), inactives show at the top dose activity, negative = inhibition, usual class: inhibitors; P46063; hit rate 0.54% among 240,000; RECQ1 DNA unwinding, red fluorescence kinetic read;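 also: plate controls were vehicle for no effect and no enzyme for full effect; nearly all actives have a fitted effect of over 30% in size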
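50 nM RECQ1T1 preincubated 15 min with compound in Tris pH 8.0 buffer with MgCl2, DTT, Tween-20 and 2.5 ug/ml poly(dI-dC); started with 200 nM TAMRA/BHQ-2 forked duplex and 2 mM ATP. Unwinding read as fluorescence (525/598 nm), two reads 2 h apart.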
ALDH1A1 block = ALDH1A1 (human) enzyme inhibition; P00352; Purified ALDH1A1, NADH fluorescence, propionaldehyde substrate; Potency, µM (titrated, usually from 75.3 µM), without a hit: at the top dose activity, negative = inhibition, most hits filed as inhibitors; hit rate 7.3% among 220,000; AID 1030; active = well fitted inhibition curve with a large enough effect, not every such curve was filed as active; inconclusive = small, poorly fitted or top-dose-only effect, or another doubt; inactive = no such curve, though single readings can be large or run the other way;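 also: plate controls were no enzyme wells and a reference inhibitor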
Target sequence (P00352 whole entry, looked up): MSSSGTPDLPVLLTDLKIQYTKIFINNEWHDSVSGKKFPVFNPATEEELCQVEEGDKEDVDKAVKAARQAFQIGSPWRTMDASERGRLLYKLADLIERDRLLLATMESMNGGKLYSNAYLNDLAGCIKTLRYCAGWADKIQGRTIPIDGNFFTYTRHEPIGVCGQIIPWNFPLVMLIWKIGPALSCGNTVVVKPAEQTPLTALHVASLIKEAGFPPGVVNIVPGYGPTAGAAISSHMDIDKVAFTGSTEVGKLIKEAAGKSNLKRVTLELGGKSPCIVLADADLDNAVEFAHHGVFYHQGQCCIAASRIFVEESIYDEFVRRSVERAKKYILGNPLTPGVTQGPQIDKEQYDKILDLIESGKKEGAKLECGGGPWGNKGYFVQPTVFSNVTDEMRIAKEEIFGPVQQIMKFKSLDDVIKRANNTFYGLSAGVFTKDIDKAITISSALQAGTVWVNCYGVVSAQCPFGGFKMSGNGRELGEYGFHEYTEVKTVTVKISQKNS
LMNA splice mod = modulators of lamin A splicing | HeLa LMNA splicing GFP/RFP minigene ratio, 48 h | Potency, µM (series often up to 46.1 µM), for the others: at the highest dose ratio change, negative = inhibition, most hits filed as inhibitors | hit rate 0.01% among 200,000 | AID 1487; active = well fitted inhibition curve with a large enough effect in the signal ratio, with a control signal flat, not every such curve was filed as active; inconclusive = small, poorly fitted or top-dose-only effect, or effect the other way, or a change in a side signal; the % refers to the signal ratio; also: % is scaled to controls: 0 for no effect and ±100 for the full control effect
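Read-out is the ratio of GFP to DsRed2 object intensity, acquired by 488 nm laser-scanning cytometry on HeLa lamin A-EGFP minigene reporter cells. Compound incubation 48 hrs at 37 °C in Opti-MEM with 2% FBS; DMSO 0.5% final.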
TexasRed fluor = alters Texas Red total fluorescence, flagging assay interference; TRb/SRC2 Texas Red total fluorescence interference; Potency, µM (top dose mostly 106 µM), inactives show at the highest dose fluorescence change, negative = quenching; hit rate 0.29% among 280,000; active = well fitted curve in either direction with a large enough effect; inconclusive = small, poorly fitted or top-dose-only effect; also: % is scaled to controls: 0 for no effect and ±100 for the full control effect
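Human TRb ligand-binding domain at 0.6 uM with 20 nM Texas Red SRC2 peptide in Tris buffer containing 1 uM T3 and 5% DMSO, incubated with compound 5 h at ambient temperature. Total fluorescence (555/632 nm) calculated as parallel + 2 × perpendicular.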
GoLoco inh red = RGS12 GoLoco-Gai1 interaction inhibition; P63096; Potency, µM (highest dose often 61.6 µM), for the others: at the highest dose activity, negative = inhibition, most hits filed as inhibitors; hit rate 0.44% among 230,000; Gai1:RGS12 GoLoco peptide FP, rhodamine, 10 min; active = well fitted inhibition curve with a large enough effect, not every such curve was filed as active; inactive = no such curve, though single readings can be large or run the other way; also: % is scaled to controls: 0 for no effect and ±100 for the full control effect; nearly all actives have a fitted effect of over 30% in size; many of its hits are not listed in these tables
Target sequence (P63096 whole entry, looked up): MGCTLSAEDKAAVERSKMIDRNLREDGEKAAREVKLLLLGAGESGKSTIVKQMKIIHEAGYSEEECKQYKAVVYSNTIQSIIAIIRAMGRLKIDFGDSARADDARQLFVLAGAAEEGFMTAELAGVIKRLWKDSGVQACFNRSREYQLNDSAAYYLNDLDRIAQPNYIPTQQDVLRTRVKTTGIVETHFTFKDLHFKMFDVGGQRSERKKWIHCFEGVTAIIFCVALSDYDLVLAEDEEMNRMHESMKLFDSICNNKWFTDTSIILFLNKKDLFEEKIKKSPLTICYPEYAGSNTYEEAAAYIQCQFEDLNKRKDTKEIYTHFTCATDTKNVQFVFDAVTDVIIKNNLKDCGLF
Starred values were filed as active, the others as inactive; i = inactive; ? = inconclusive; nt = no result given; & = joins results of further samples; [ ] = remark or other dose. Unless noted, calls follow the shape of the dose curve; as a rule, active = well fitted curve in the direction sought with a large enough effect; inconclusive = small, poorly fitted or top-dose-only effect, or another doubt; inactive = no such curve, though single readings can be large; an effect the other way counts as inactive or inconclusive. Potency is read from the fitted curve at half-maximal effect. This is a subset. The share of hits here may be higher or lower than overall.

SMILES	KDM4E inh	TRb SRC2 PPI	SMN2 splice up	RECQ1 helicase	ALDH1A1 block	LMNA splice mod	TexasRed fluor	GoLoco inh red
CC1CCc2c(sc(NC(=O)C3c4ccccc4Oc4ccccc43)c2C(N)=O)C1 (stereo not drawn)	?	1%	-5%	-14%	?	3%	?	6%
O=C(c1ccc(NC(=S)NCc2ccco2)cc1)N1CCOCC1	-6%	-3%	27%	i	?	5%[46 µM]	0%	21%
CC(=O)Cc1nsc(Nc2ccc(C)cc2)n1	5%	0%	nt	-3%	4%	11%[46 µM]	8%	8%
O=C(CC(C(=O)O)c1ccccc1)c1cccs1 (stereo not drawn)	-15%	-5%	nt	i	nt	nt	-3%	-7%
CCn1c(SCC(=O)N=Nc2c(O)[nH]c3ccccc23)nc2ccccc21	3%	3%	3%	-2%	6.3µM*	?	-1%	2%
CC(=O)Nc1ccc(NC(=S)Nc2ccc(F)cc2)cc1	-3%	-3%	12%	i	1%	-4%[46 µM]	-1%	0%
COC(=O)c1cc(CSc2nc3ccccc3[nH]2)oc1C	6%	0%	-45%[inhibitor]	i	-6%	?	-3%	-1%
O=C(NCCc1ccccn1)C1CCN(S(=O)(=O)c2ccc(Cl)cc2)CC1	4%	6%	1%	0%	15%	1%[46 µM]	-1%	4%
CC(SCc1ccccc1)C(=O)N/N=C/c1cccs1 (stereo not drawn)	4%	2%	-2%	-3%	11%	-6%	?	-2%
COc1ccc(CNC(=O)c2cc3c(s2)CS(=O)C3)cc1 (stereo not drawn)	-7%	9%	-12%	-8%	8%	6%	-1%	8%
COc1cc2c(cc1OC)C(c1ccc(-c3ccccc3Cl)o1)=NCC2	-13%	0%	-38%[inhibitor]	i	3%	?	-2%	5%
CN1CCN(c2ncccc2S(=O)(=O)N2CCCCC2)CC1	1%	-7%	-18%	-2%	-6%	3%	-1%	-8%
CC1=C(C(=O)Nc2ccccc2F)C(c2cccs2)NC(=S)N1 (stereo not drawn)	-4%	0%	1%	i	13µM*	-17%[9.22 µM]	-3%	5%
COc1ccc(NC(=O)c2cc([N+](=O)[O-])ccc2N2CCN(C)CC2)cc1	3%	-6%[53 µM]	nt	i	?	10%[46 µM]	-1%[53 µM]	10%
Cc1ccc(CN(c2ccc(C(=O)NCc3ccc4c(c3)OCO4)cc2)S(C)(=O)=O)cc1	1%	-9%	-12%	-13%	1%	6%	6%	-9%
CN1CCN(C(=S)c2cn(Cc3cccc(F)c3)c3ccccc23)CC1	7%	-1%	nt	-7%	4%	-7%[9.22 µM]	3%	3%
Cc1ccccc1Nc1nc(N)nc(COc2ccc(C#N)cc2)n1	3%	3%	-15%	-3%	2%	nt	-4%	10%
Cc1cc(NC(=O)C2COc3ccccc3O2)no1 (stereo not drawn)	-1%	-8%	9%	3%	-5%	-12%	-3%	6%
CCCOc1ccc(NC(=O)C2CC(=O)N/C(=N/N=C(\C)CCc3ccc4c(c3)OCO4)S2)cc1 (stereo not drawn)	4%	0%	-1%	-2%	-14%	-18%	0%	1%
Cc1ccc2nc(NC3=NCN(Cc4cccnc4)CN3)nc(C)c2c1	0%	4%	9%	38%[activator]	9%	-26%	-1%	-19%
CN1C2CCC1CC(OC(=O)c1c[nH]c3ccccc13)C2 (stereo not drawn)	-1%&0%	-2%&-4%&8%	?	?	-9%&15%&7%	?	-2%&-2%&-1%	20%&0%&7%
Cc1cc(-c2ccccc2)nc2[nH]n(-c3ccccc3)c(=O)c12	-5%	-4%	1%	i	-6%	-13%	-5%	4%
COc1ccc(OC)c(NC(=O)c2cnn(-c3ccccc3Cl)c2NC(=O)c2ccco2)c1	-10%	-5%	14%	-8%	-14%	-9%	-10%	2%
NS(=O)(=O)c1cc2c(cc1Cl)NCNS2(=O)=O	2%	-2%	-36%[inhibitor]	-8%	10%	?	?	4%
CC(CC1CC(C)(C)OC1=O)C(=O)Nc1ccc([N+](=O)[O-])cc1 (stereo not drawn)	3%	-12%	?	0%	-3%	-9%	0%	-11%
O=C(Nc1cc2c(cc1Cl)OCCO2)c1ccco1	-3%	2%	13µM*	i	-2%	-6%	4%	2%
COc1ccc(CN2CCCC(C(=O)N3CCCC3)C2)cc1 (stereo not drawn)	?	-5%	4%	i	-4%	3%	1%	5%
CC(=O)NC1CCN(C(=O)N2CCCC2)CC1	-2%	-9%	2%	-2%	2%	-4%	0%	-1%
O=S(=O)(c1ccc(F)cc1)N(CCO)CC(O)Cn1c2ccccc2c2ccccc21 (stereo not drawn)	1%	1%	18%	i	-3%	4%	2%	-11%
O=C(CCCN1C(=O)c2ccccc2C1=O)Oc1ccc(F)cc1	2%	-6%	-5%	-7%	17%	-7%	1%	9%
CCOC(=O)c1cccc(NC(=O)CSc2nnc(COc3ccc(Cl)cc3)o2)c1	1%	-3%	4%	-2%	9%	1%	-7%	3%
O=C(NCN1CCc2ccccc2C1)c1ccccc1	1%	-5%	10%	0%	5%	3%	-2%	-1%
Cc1ccc(-c2nnc3n2N=C(c2ccc(Br)cc2)CS3)cc1	-2%	-3%	1%	-16%	11%	4%	-1%	-5%
O=C(COC(=O)c1ccncc1)NCCCc1ccccc1	?	-9%	15%	-8%	-11%	nt	2%	2%
COc1cccc(OCc2nnc(SCC(=O)NCc3ccco3)n2C)c1	-5%	0%	-3%	?	8%	7%	-1%	3%
Cc1cc(C(F)(F)F)n2ncc(-c3ccccc3)c2n1	4%	3%	6%	-10%	4%	5%	-2%	-2%
Cc1ccc(N/C=C2\CCCCC2=O)c(C)c1	-16%	5%	-6%	0%	-13%	-6%	-1%	6%
O=C(Nc1ncccn1)C1CCCCC1	-15%	1%[53 µM]	nt	-9%	-1%	nt	-5%[53 µM]	12%
O=C(CCSc1ccc(Cl)cc1)N1CCOCC1	6%	1%	28%	-2%	0%	-5%	-1%	3%
COCCn1c(Cc2ccccc2)nnc1SCC(=O)N1CCCCC1C (stereo not drawn)	-2%	1%	-5%	-2%	-10%	1%	-7%	9%
CCNC(=S)NNC(=O)c1cccnc1	-2%	1%	-5%	-5%	2%	-4%	0%	5%
CC(C(=O)NC1C(=O)N2C(C(=O)O)=C(CSc3nnnn3C)CSC12)n1cc(Cl)cn1 (stereo not drawn)	-21%	-10%	-1%	-4%	-15%	nt	0%	-8%
CC(=O)NCCc1csc(-c2ccccc2)n1	-2%	5%	27%	1%	0%	-5%	-3%	-3%
CCOc1nc(C#N)nc(N2CCCCC2)n1	-5%	-29%	-47%[inhibitor]	0%	?	?	-1%	-2%
Cc1ccc(C)n1-c1ccc(C(=O)N/N=C/c2ccncc2)cc1	-26%	-1%	15%	-18%	18µM*	2%[46 µM]	-7%	-2%
CCOC(=O)N1CCN(C(=O)c2csc3c2CCCCC3)CC1	-5%	4%	-15%	-10%	?	-5%	-3%	4%
Nc1nn2c(-c3ccccc3)cc(=O)[nH]c2c1N=Nc1ccc(O)cc1	-5%	-7%	-44%[inhibitor]	13%	-3%	nt	-1%	116%[activator]
Cc1cccc(Cn2c(=O)c3c(nc4n3CCCN4Cc3ccccc3)n(C)c2=O)c1	-25%	3%	-12%	-17%	?	-9%	-6%	8%
CCOC(=O)c1c(C)sc2c1N(C(=O)CCl)c1cc(Cl)ccc1S2	-3%	1%	-109%[inhibitor]	-10%	-16%	?	4%	2%
CCOc1ccc(N(CC(=O)Nc2ccc(C)cc2)S(=O)(=O)c2c(C)[nH]c(=O)[nH]c2=O)cc1	-9%	-7%	nt	-3%	nt	nt	-1%	4%
COCCNC(=O)Cn1ncc2ccsc2c1=O	-2%	-7%	-2%	-7%	7%	-6%	-4%	0%
CCC(c1n[nH]c(=S)n1-c1ccccc1)N(C)C (stereo not drawn)	-18%	2%	-8%	-7%	-9%	-5%	1%	-11%

Structural class: the compounds so far containing an NH in an aromatic ring.
SMILES	KDM4E inh	TRb SRC2 PPI	SMN2 splice up	RECQ1 helicase	ALDH1A1 block	LMNA splice mod	TexasRed fluor	GoLoco inh red
CCn1c(SCC(=O)N=Nc2c(O)[nH]c3ccccc23)nc2ccccc21	3%	3%	3%	-2%	6.3µM*	?	-1%	2%
COC(=O)c1cc(CSc2nc3ccccc3[nH]2)oc1C	6%	0%	-45%[inhibitor]	i	-6%	?	-3%	-1%
CN1C2CCC1CC(OC(=O)c1c[nH]c3ccccc13)C2 (stereo not drawn)	-1%&0%	-2%&-4%&8%	?	?	-9%&15%&7%	?	-2%&-2%&-1%	20%&0%&7%
Cc1cc(-c2ccccc2)nc2[nH]n(-c3ccccc3)c(=O)c12	-5%	-4%	1%	i	-6%	-13%	-5%	4%
Nc1nn2c(-c3ccccc3)cc(=O)[nH]c2c1N=Nc1ccc(O)cc1	-5%	-7%	-44%[inhibitor]	13%	-3%	nt	-1%	116%[activator]
CCOc1ccc(N(CC(=O)Nc2ccc(C)cc2)S(=O)(=O)c2c(C)[nH]c(=O)[nH]c2=O)cc1	-9%	-7%	nt	-3%	nt	nt	-1%	4%
CCC(c1n[nH]c(=S)n1-c1ccccc1)N(C)C (stereo not drawn)	-18%	2%	-8%	-7%	-9%	-5%	1%	-11%

Single records (already shown). Order of values: KDM4E inh	TRb SRC2 PPI	SMN2 splice up	RECQ1 helicase	ALDH1A1 block	LMNA splice mod	TexasRed fluor	GoLoco inh red
CCC(c1n[nH]c(=S)n1-c1ccccc1)N(C)C (stereo not drawn) is listed as -18%	2%	-8%	-7%	-9%	-5%	1%	-11%
CCOC(=O)c1c(C)sc2c1N(C(=O)CCl)c1cc(Cl)ccc1S2 is listed as -3%	1%	-109%[inhibitor]	-10%	-16%	?	4%	2%
